# proKLK7 act = activates the human kallikrein-7 zymogen. P49862. actives 0.9% (n = 370,000). purified proKLK7, EDANS-DABCYL substrate fluorescence; 100% is mature enzyme control, 0% vehicle. activation, % at 7 µM. AID 652039;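 active = activation above the mean of all tested compounds plus 3 SD, computed per campaign excluding outliers beyond control limits, cut at about 13% in these data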
# ARFGAP1 inh = rat ARFGAP1 inhibition; Arfgap1-stimulated ARF1 GTP hydrolysis, GDP FP detection; Q62848; inhibition, % at 16.5 µM; actives 0.26% (n = 360,000);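 active = inhibition above a per-plate limit, mean inhibition of low control wells plus 3 SD, cut at about 25% in these data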;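 also: 0% = DMSO wells with enzyme and 100% = wells lacking Arfgap1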
# Target sequence (Q62848 1-136 limits assumed): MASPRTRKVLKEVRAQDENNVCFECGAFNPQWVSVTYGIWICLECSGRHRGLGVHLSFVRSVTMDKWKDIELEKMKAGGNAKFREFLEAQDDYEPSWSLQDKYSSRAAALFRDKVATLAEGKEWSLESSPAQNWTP
#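 Material – truncated rat Arfgap1 GAP domain · Buffer or medium – HEPES-based buffer, pH 7.5 · Reagent – human ARF1(Δ1-17)-GTP substrate · Dosing – 16.5 µM single point, 1.26% DMSO · Schedule – GTP hydrolysis reaction 2 h at 25 °C · Technique – GDP detection by fluorescence polarization · Benchmarks – No-Arfgap1 wells (100%) versus DMSO full-reaction wells (0%) · Repeats – single replicate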
# HGIII-sPLA2 inh = Inhibits HGIII-sPLA2 liposome hydrolysis, primary screen | QFRET BODIPY PC-A2 liposome hydrolysis, fluorescence | inhibition, % at 12.2 µM | actives 0.56% (n = 370,000) | AID 743126 | Q9NZ20;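 active = inhibition above mean plus 3 SD of compounds lying within the high and low control bounds, cut at about 19% in these data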;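 also: 0% = median of test compound wells and 100% = no enzyme DMSO wells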
# NPR1 activator = GC-A (human) enzyme activation | P16066 | HEK293 GC-A cells, cGMP TR-FRET, EC30 ANP; 0% at EC30 ANP, 100% saturating ANP | activation, % at 10 µM | actives 0.14% (n = 370,000) | AID 1671463; in the data active = activation above about 40%
# rCAG RNA binder = r(CAG) repeat RNA binding; TO-PRO-1 dye displacement fluorescence; inhibition, % at 3 µM; actives 1.3% (n = 370,000); AID 651821;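 active = inhibition above the plate cutoff, the mean of all test compounds on that plate plus 3 SD, cut at about 35% in these data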;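 also: 0% = DMSO alone and 100% = 100 µM mitoxantrone as full dye displacement; higher means more dye released from RNA so lower well fluorescence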
# ASAP1 GAP inh = blocks human ASAP1-stimulated Arf1 GTP hydrolysis. inhibition, % at 16.5 µM. GDP FP detection. actives 0.19% (n = 360,000); in the data active = inhibition above about 25%;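 also: 0% = vehicle with enzyme and substrate and 100% = no enzyme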
# Target sequence (Q9ULH1 325-724 limits assumed): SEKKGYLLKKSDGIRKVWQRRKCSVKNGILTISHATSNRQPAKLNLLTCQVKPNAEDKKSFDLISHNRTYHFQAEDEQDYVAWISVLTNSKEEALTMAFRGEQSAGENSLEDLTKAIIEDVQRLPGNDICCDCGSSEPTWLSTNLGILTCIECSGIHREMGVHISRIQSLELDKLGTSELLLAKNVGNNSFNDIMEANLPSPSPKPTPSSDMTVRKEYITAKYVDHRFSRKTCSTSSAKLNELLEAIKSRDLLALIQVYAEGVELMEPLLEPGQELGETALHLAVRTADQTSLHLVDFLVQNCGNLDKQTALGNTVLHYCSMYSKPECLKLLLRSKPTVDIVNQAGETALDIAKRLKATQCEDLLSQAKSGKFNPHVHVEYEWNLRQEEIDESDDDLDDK
# ADAM10 inh = inhibits human ADAM10 | O14672 | recombinant ADAM10, EDANS/DABCYL FRET peptide cleavage, 3 h | inhibition, % at 7 µM | actives 0.62% (n = 370,000);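 active = inhibition above a per-campaign cutoff equal to the mean of compounds falling between control-based bounds plus 3 SD, cut at about 20% in these data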;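 also: 0% = DMSO wells while the 100% control is not disclosed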
# Target sequence (O14672 214-748 limits assumed): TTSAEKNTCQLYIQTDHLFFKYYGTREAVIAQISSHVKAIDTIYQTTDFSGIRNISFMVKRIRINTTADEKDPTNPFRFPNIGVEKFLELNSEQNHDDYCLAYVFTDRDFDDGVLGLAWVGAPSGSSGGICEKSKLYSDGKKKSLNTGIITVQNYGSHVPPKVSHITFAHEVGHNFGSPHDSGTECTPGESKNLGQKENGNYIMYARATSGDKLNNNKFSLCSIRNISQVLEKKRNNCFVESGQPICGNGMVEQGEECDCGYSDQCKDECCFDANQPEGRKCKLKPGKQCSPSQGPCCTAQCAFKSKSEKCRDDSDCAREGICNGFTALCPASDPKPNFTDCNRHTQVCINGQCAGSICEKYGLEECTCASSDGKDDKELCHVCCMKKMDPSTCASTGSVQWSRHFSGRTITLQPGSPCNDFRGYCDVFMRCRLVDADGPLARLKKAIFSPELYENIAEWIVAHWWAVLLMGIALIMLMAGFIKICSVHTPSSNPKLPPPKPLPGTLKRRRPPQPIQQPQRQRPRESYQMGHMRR
# FXN GAA850 act = increases GAA850 frataxin promoter reporter activity. actives 0.56% (n = 360,000). HEK293 lucGAA850 FXN promoter luciferase reporter, 24 h; percent of 10 µM SAHA response. activation, % at 6 µM;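 active = activation above the average of all compounds screened plus 3 SD, cutoff fixed separately per campaign, cut at about 7.5% in these data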;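 also: 0% = DMSO wells and 100% = 10 µM SAHA wells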
# DDE Tn6 FP inh = inhibitors of Tn6 peptide binding to human fibrin DD(E); actives 0.21% (n = 370,000); Fibrin DD(E) TRITC-Tn6 fluorescence polarization displacement; inhibition, % at 8.3 µM;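 active = inhibition above a per-campaign cutoff: mean of compounds within control limits plus 3 SD, cut at about 15% in these data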;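 also: 0% = median of all compound wells on the plate and 100% = blocking peptide control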
# NPR2 activator = GC-B (human) receptor activation; P20594; HEK293-GC-B cells, CNP EC30, cGMP TR-FRET; 0% at EC30 CNP, 100% saturating CNP; activation, % at 10 µM; actives 0.11% (n = 370,000); AID 1920062;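 active = activation at 10 µM reaching about 35% in either raw or pattern-adjusted values, limit read from the data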
# Starred values were filed as active, the others as inactive; i = inactive; · = not tested or not shown.
1) Cn1cnc(S(=O)(=O)NCc2ccccc2)c1
2) Cc1ccc(C(=O)N/C(=C/c2ccco2)C(=O)N2CCC(C)CC2)cc1
3) CCN(CC)C(=O)C1CC(c2ccc(OC)cc2)=NO1 (stereo not drawn)
4) COc1ccccc1CN(C)C(=O)c1cccc(S(=O)(=O)N2CCN(Cc3ccccc3)CC2)c1
5) COc1ccccc1CNC(=O)C(=O)NCC1OCCN1S(=O)(=O)c1ccc2c(c1)OCCO2 (stereo not drawn)
6) Cc1ccc2c(C)c(C(=O)N(Cc3ccc(F)cc3)C3CCS(=O)(=O)C3)oc2c1 (stereo not drawn)
7) O=C(Nc1ccccc1N1CCOCC1)c1cc2c(s1)CCCCC2
8) Cc1cc(CSc2ccccc2)ccc1NC(=O)c1ccc(CN2CCOCC2)cc1
compound no.	1	2	3	4	5	6	7	8
proKLK7 act	0.8	1.2	0.3	0.7	-0.6	0.1	0.4	-0.1
ARFGAP1 inh	-8	10	5	-7	10	-2	-1	-5
HGIII-sPLA2 inh	-2	-9	2	-11	-2	-9	0	0
NPR1 activator	2	-4	0	1	3	-4	0	1
rCAG RNA binder	1	-1	-2	-8	4	-2	-6	-9
ASAP1 GAP inh	3	-2	2	-6	1	4	-4	-10
ADAM10 inh	-1	-9	-3	-7	-7	5	7	-10
FXN GAA850 act	0.5	1.9	2.4	-0.4	-1.3	1.4	5.8	-6.8
DDE Tn6 FP inh	-3	4	8	4	11	3	2	-1
NPR2 activator	2	-2	2	-3	5	-4	-2	3

9) Cc1cccc(NC(=O)C(CC(C)C)NC(=O)C2CCC(C)CC2)n1 (stereo not drawn)
10) CCOc1ccc(N2CC(C(=O)Nc3nnc(C4CCCCC4)s3)CC2=O)cc1 (stereo not drawn)
11) O=C(OCc1ccc([N+](=O)[O-])cc1)c1ccccn1
12) COc1ccc(OC)c(-c2csc(N(CC3CCCO3)C(=O)Cc3ccccc3)n2)c1 (stereo not drawn)
13) CS(=O)(=O)N(Cc1ccc(C(=O)NN=C2CCCCCC2)cc1)c1ccccc1
14) COc1ccccc1C(=O)NCCC(=O)N(C)Cc1cccs1
15) COC/C=C/C1=CC2=CC(=O)C(C)(OC(=O)c3cnc4ccccc4n3)C(=O)C2=CN1CCN1CCOCC1 (stereo not drawn)
16) COc1ccc(S(=O)(=O)N2CCCCCC2)cc1NC(=O)Cc1ccc(OC)c(OC)c1
compound no.	9	10	11	12	13	14	15	16
proKLK7 act	0.4	0.3	0.1	1.0	-0.9	0.4	1.1	-0.1
ARFGAP1 inh	-1	-2	0	4	-13	-2	-3	7
HGIII-sPLA2 inh	1	1	4	0	2	1	0	-14
NPR1 activator	0	2	-4	-8	4	4	0	3
rCAG RNA binder	3	5	-2	5	5	-6	4	9
ASAP1 GAP inh	-4	8	-15	1	13	-9	-7	3
ADAM10 inh	-3	-3	3	0	3	-5	-3	-7
FXN GAA850 act	-1.0	0.5	3.6	0.7	0.5	0.6	-0.1	4.6
DDE Tn6 FP inh	11	4	1	-2	-8	5	-1	-2
NPR2 activator	-6	-3	0	5	3	5	3	2

# The list goes on (2 carried over from the part before).
15) COC/C=C/C1=CC2=CC(=O)C(C)(OC(=O)c3cnc4ccccc4n3)C(=O)C2=CN1CCN1CCOCC1 (stereo not drawn)
16) COc1ccc(S(=O)(=O)N2CCCCCC2)cc1NC(=O)Cc1ccc(OC)c(OC)c1
17) Cc1onc(-c2ccccc2)c1NC(=O)N(CCC#N)Cc1cccs1
18) O=C(Nc1nc2c(Cl)cccc2s1)C1CC1
19) COC1=CC(=O)c2nc(Cl)ccc2C1=O
20) COc1cccc(NC(=O)C2(C)CCN2C(=O)CCc2ccc(Cl)cc2Cl)c1 (stereo not drawn)
21) COc1cc(NC(=O)c2cc(-c3ccccc3Cl)on2)cc(OC)c1OC
22) C[C@@H]1CN([C@@H](C)CO)C(=O)CCCn2nncc2CO[C@H]1CN(C)C(=O)OCc1ccccc1
23) Cc1ccc(Cl)cc1NC(=S)N(CCN(C)C)Cc1cccs1
24) COc1ccc(-c2cc3nc(NCCOc4ccccc4)ccn3n2)cc1
compound no.	15	16	17	18	19	20	21	22	23	24
proKLK7 act	1.1	-0.1	0.5	-0.6	92*	0.9	-0.4	0.4	0.1	-2.6
ARFGAP1 inh	-3	7	-1	6	9	8	10	3	10	23
HGIII-sPLA2 inh	0	-14	11	5	3	2	-8	1	-2	-20
NPR1 activator	0	3	1	37	3	-6	-2	1	-7	3
rCAG RNA binder	4	9	-2	7	5	1	1	1	-4	9
ASAP1 GAP inh	-7	3	-8	-1	38*	2	10	-2	-8	-4
ADAM10 inh	-3	-7	7	-5	-1	-8	33*	-9	0	-116
FXN GAA850 act	-0.1	4.6	-0.4	-1.1	·	-0.1	-3.6	0.7	0.3	0.6
DDE Tn6 FP inh	-1	-2	-4	-3	-12	-2	-13	2	8	-3
NPR2 activator	3	2	6	-1	5	1	-7	4	-6	-6

25) CC1(C)Cc2ccccc2-c2n[nH]c(=S)n21
26) COc1ccc(OC)c(NC(=O)CSc2nc3cccnc3n2C)c1
27) CCOC(=O)c1[nH]c2ccc(OCC)cc2c1NC(=O)CN1CCCC(C)C1 (stereo not drawn)
28) COc1ccc(CCn2c(NN=C(C)C)nc3c2c(=O)[nH]c(=O)n3C)cc1
29) CC(C)[C@H](NC(=O)C1CC(=O)N(c2ccc3c(c2)OCO3)C1)C(=O)NC1CCCC1 (stereo partly drawn)
30) O=C(NC1CCCC1)C(NS(=O)(=O)c1ccc(Br)s1)c1ccccc1 (stereo not drawn)
31) O=C(N[C@@H]1C/C=C\C[C@H](CC(=O)N(CCO)Cc2ccccc2)C(=O)NC[C@@H](c2ccccc2)OC1=O)OCC1c2ccccc2-c2ccccc21
32) CCOC(=O)C1CCCN(CC(=O)Nc2c(F)c(F)c(F)c(F)c2F)C1 (stereo not drawn)
compound no.	25	26	27	28	29	30	31	32
proKLK7 act	0.1	0.9	4.3	-0.2	-0.9	0.4	0.3	-0.3
ARFGAP1 inh	-12	-3	-6	2	2	-5	8	0
HGIII-sPLA2 inh	12	8	-16	-4	-7	-5	-24	8
NPR1 activator	5	-8	1	-2	1	-9	2	1
rCAG RNA binder	-2	-2	-6	5	1	4	6	-3
ASAP1 GAP inh	-2	-7	2	6	9	-2	-4	0
ADAM10 inh	-13	-13	-304	-26	-8	-4	4	0
FXN GAA850 act	-1.3	1.4	1.6	2.5	0.3	1.7	-3.6	1.4
DDE Tn6 FP inh	5	5	1	-4	0	7	-8	-4
NPR2 activator	1	-8	-1	-2	1	-5	3	9

33) COc1ccc(C2/C(=C(/O)c3ccccc3)C(=O)C(=O)N2c2ccccn2)c(OC)c1 (stereo not drawn)
34) C=CCC[C@@H](Cc1ccc(F)cc1)C(=O)OC[C@@H]1CCCN1C(=O)[C@@H](CC=C)CC(=O)N(CCO)Cc1ccccc1
35) COC(=O)C1(CC2CC(c3ccccc3)=NO2)CCN(C(=O)OC(C)(C)C)CC1 (stereo not drawn)
36) O=C(CCC(=O)N1CCCCCC1)NCc1ccc(F)cc1
37) COc1cccc(CNc2ncc(C(=O)Nc3cc(OC)c(OC)c(OC)c3)c(C)n2)c1
38) CCOc1nc(NC(=O)NS(=O)(=O)c2ccccc2F)nc(-c2ccccc2)n1
39) O=C(NC(c1ccccc1)c1ccccc1)c1ccc(Br)o1
40) CCCn1c(SCC(=O)NNC(=O)c2ccc(OC)cc2)nnc1C(C)C
compound no.	33	34	35	36	37	38	39	40
proKLK7 act	0.8	0.4	0.0	0.3	-0.1	-0.3	0.1	-0.4
ARFGAP1 inh	7	-4	1	5	-15	-7	3	4
HGIII-sPLA2 inh	-8	-10	-2	-3	-12	-1	-4	3
NPR1 activator	1	-11	1	2	-4	-2	-48	1
rCAG RNA binder	3	-8	-4	-4	7	4	-5	0
ASAP1 GAP inh	14	-9	-4	0	4	-5	4	-15
ADAM10 inh	-1	21*	-7	-2	2	5	-1	7
FXN GAA850 act	-0.1	-8.8	-0.7	2.6	-3.9	1.9	-0.4	-1.4
DDE Tn6 FP inh	-1	1	1	4	-1	11	-7	-1
NPR2 activator	-3	-15	8	0	-6	5	-29	-3

41) Cc1cc2nc(-c3cccnc3SCC(=O)NCc3ccco3)[nH]c2cc1C
42) COC(=O)c1ccccc1NC(=O)N1CCN(c2ccccc2F)CC1
43) Cc1cccc(OC(C)C(=O)N2CCc3ccccc3C2)c1 (stereo not drawn)
44) Cc1nc(N)nc(OCC(F)(F)C(F)F)c1Br
45) CC(C)N(C(=O)c1ccccc1-c1ccccc1)C(C)C
46) Cc1ccccc1-n1c(C)nnc1SCc1nc2ccccc2s1
47) CCC(C)(O)c1[nH]c2ccc(C#N)cc2c1C (stereo not drawn)
48) O=C(NCCN1CCOCC1)c1cnn2c(-c3ccccc3)cc(-c3ccccc3)nc12
compound no.	41	42	43	44	45	46	47	48
proKLK7 act	12	-0.4	0.8	0.5	0.2	-1.0	0.0	-2.5
ARFGAP1 inh	-17	0	-15	6	-1	8	10	1
HGIII-sPLA2 inh	-4	-5	-7	0	-3	14	-10	-2
NPR1 activator	5	-3	0	-1	-7	-5	1	6
rCAG RNA binder	12	0	-5	-1	-7	-2	-2	-5
ASAP1 GAP inh	-15	5	-10	0	4	-8	-8	24
ADAM10 inh	i	12	2	-6	0	-7	-1	-287
FXN GAA850 act	6.2	1.8	-1.5	0.1	2.7	4.9	-1.5	6.0
DDE Tn6 FP inh	1	-2	-3	-1	2	8	4	14
NPR2 activator	-7	-4	-1	1	-2	-8	-2	1

49) CCOC(=O)c1oc2ccc(S(=O)(=O)n3nc(-c4ccc(Cl)cc4)cc3N)cc2c1C
50) Cc1nc2ccc(S(=O)(=O)Nc3cccc(-c4nc5cccnc5s4)c3)cc2s1
51) CN(CCO)c1cnccn1
52) COc1ccc(S(=O)(=O)N2CCN(C3Cc4ccccc4C3)CC2)cc1
53) COc1ccccc1-c1cnn2c(N3CCOCC3)cc(C)nc12
54) O=C(Nc1nc2c(s1)CCCC2)Oc1ccccc1
55) COC(=O)c1nc(N)sc1-c1ccc(Cl)c(Cl)c1
compound no.	49	50	51	52	53	54	55
proKLK7 act	0.2	-2.7	-0.3	0.0	0.6	-0.2	1.5
ARFGAP1 inh	8	-7	2	7	7	-1	1
HGIII-sPLA2 inh	-4	-36	4	-9	18	-6	-7
NPR1 activator	-7	2	1	-6	3	-3	9
rCAG RNA binder	5	23	2	2	-2	5	0
ASAP1 GAP inh	7	-4	-9	-2	9	-2	1
ADAM10 inh	6	2	-17	6	-8	-3	-22
FXN GAA850 act	-1.0	0.5	1.7	1.8	6.0	2.8	2.3
DDE Tn6 FP inh	-1	-5	0	-3	-8	-3	10
NPR2 activator	-2	-5	-3	-2	4	-7	4

# Random excerpt: 3 entries already listed.
54) O=C(Nc1nc2c(s1)CCCC2)Oc1ccccc1
51) CN(CCO)c1cnccn1
24) COc1ccc(-c2cc3nc(NCCOc4ccccc4)ccn3n2)cc1
compound no.	54	51	24
proKLK7 act	-0.2	-0.3	-2.6
ARFGAP1 inh	-1	2	23
HGIII-sPLA2 inh	-6	4	-20
NPR1 activator	-3	1	3
rCAG RNA binder	5	2	9
ASAP1 GAP inh	-2	-9	-4
ADAM10 inh	-3	-17	-116
FXN GAA850 act	2.8	1.7	0.6
DDE Tn6 FP inh	-3	0	-3
NPR2 activator	-7	-3	-6

# From PubChem
